HUVEC inhibit: blocks proliferation of human endothelial cells | hit rate 1.1% among 86,000 | viability, % at 10 µM (by protocol) | HUVEC proliferation, CellTiter-Glo luminescence, 72 h; stronger effect = lower value;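 active = viability at or below 30%; inactive = viability above 30%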;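 note: 100% = median luminescence of DMSO-only cell control wells on each plate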
Fibroblast inh: blocks proliferation of human lung fibroblasts. AID 719. hit rate 1.1% among 85,000. LL 47 human lung fibroblast viability, ATP luminescence; stronger effect = lower value. viability, % at 10 µM;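 active = viability at or below 50% in the single dose screen; inactive = viability above 50%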;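 note: compound exposure lasted 72 h before the ATP readout; 100% = median luminescence of untreated cell-only wells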
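Test system: LL 47 human lung fibroblasts; Quantity: 1,150 cells/well; Buffer or medium: IMEM plus 15% FBS; Dosing: tenfold compound dosing solution, DMSO at 0.1%; Timing: overnight cell rest, 72 h compound treatment at 37 °C; Detection: ATP-based CellTiter-Glo luminescent readout; Read-out basis: viability percentage against median untreated-cell control; Controls: cell-only wells, no compound.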
ERa coact pot: ER-alpha (human) coactivator binding potentiation; P03372; coactivator binding (% of control), % at 25.6 µM; hit rate 1.3% among 86,000; TR-FRET ERalpha-LBD/SRC-Cy5 coactivator binding, 2 h; 100 = basal binding, no effect; in the data active = activity above about 200%;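 note: binding measured in presence of low estradiol as agonist stimulus; 0% = peptide alone without receptor and 100% = receptor with peptide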
Candida biofilm: kills Candida albicans biofilms | hit rate 0.14% among 85,000 | AID 834 | inhibition, % at 6 µM | C. albicans biofilm + clotrimazole, Alamar Blue;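 active = inhibition above 20%; inactive = inhibition below 20%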;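 note: preformed 24 hr biofilms exposed to compound for 48 hr; 0% = biofilm without compound and 100% = blank killed by clotrimazole plus chlorhexidine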
H69AR inhibit: blocks growth of human H69AR lung tumor cells. viability, % at 10 µM. hit rate 6% among 85,000. H69AR lung tumor viability, ATP luminescence, 72 h; stronger effect = lower value;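 active = viability at or below 40%; inactive = viability above 40%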;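 note: multidrug resistant small cell line overexpressing MRP-1 efflux transporter; 100% = mean luminescence of untreated control wells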
Smad3 inh: inhibitors of human Smad3 transcription factor binding | TR-FRET Smad3/Dy647-FoxH1 peptide binding, europium anti-His | inhibition, % at 25 µM | P84022 | AID 630 | hit rate 0.29% among 88,000;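 active = compounds that reduce the energy-transfer binding signal between the protein and its labelled peptide by more than half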;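 note: 0% = Smad3 plus labelled peptide maximal FRET and 100% = peptide-only background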
Target sequence (P84022 whole entry, looked up): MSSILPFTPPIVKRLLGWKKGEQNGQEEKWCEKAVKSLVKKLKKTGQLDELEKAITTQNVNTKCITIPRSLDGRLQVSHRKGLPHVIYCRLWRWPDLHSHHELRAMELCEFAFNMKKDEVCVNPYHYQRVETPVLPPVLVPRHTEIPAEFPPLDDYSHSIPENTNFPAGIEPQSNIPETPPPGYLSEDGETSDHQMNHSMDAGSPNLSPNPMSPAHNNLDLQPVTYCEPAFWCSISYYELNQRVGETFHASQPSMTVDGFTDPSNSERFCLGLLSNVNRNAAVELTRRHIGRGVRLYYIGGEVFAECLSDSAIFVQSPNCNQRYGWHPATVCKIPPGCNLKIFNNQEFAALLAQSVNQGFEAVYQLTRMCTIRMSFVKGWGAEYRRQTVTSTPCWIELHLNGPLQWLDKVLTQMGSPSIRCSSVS
ERb coact inh: ER-beta (human) coactivator binding inhibition; Q92731; TR-FRET ER-beta LBD / SRC1-Cy5 peptide binding; receptor agonist-loaded with 1 µM estradiol; inhibition, % at 25.6 µM; hit rate 1.3% among 86,000; AID 633;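 active = compounds whose percent inhibition of the receptor-coactivator binding signal exceeds about 50% in the single-dose screen, limit read from the data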;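 note: 0% = receptor plus peptide wells without compound and 100% = peptide-only wells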
sEH act: activators of human soluble epoxide hydrolase; purified human sEH enzymatic activity, activator screen; activation, % at 2 µM; hit rate 0.04% among 91,000; AID 717; in the data active = activation above about 37%; note: values of inactives mirror those of a sister screen read the other way
Target sequence (P34913 whole entry, looked up): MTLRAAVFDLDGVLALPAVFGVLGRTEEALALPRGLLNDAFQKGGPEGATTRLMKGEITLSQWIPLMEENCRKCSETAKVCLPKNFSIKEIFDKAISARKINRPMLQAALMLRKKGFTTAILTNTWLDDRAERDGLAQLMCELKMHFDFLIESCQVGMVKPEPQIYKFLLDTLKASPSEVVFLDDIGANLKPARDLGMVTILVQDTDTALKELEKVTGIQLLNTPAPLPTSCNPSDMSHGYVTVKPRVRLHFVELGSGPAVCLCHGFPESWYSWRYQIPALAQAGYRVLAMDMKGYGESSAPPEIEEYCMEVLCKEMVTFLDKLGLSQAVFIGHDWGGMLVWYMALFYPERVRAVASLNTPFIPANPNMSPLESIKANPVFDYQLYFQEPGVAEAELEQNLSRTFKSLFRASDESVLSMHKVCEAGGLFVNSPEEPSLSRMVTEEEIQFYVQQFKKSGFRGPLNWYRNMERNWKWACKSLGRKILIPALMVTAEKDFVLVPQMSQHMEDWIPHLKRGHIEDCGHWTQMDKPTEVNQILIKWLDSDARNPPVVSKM
ERa coact inh: ER-alpha (human) coactivator binding inhibition; inhibition, % at 25.6 µM; hit rate 1.7% among 86,000; TR-FRET ER-alpha LBD / SRC-1 peptide, estradiol-bound; P03372; in the data active = inhibition above about 50%;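 note: 0% = receptor plus peptide control and 100% = peptide only without receptor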
* marks the source's active call; other numbers are inactive results; nt = no result given; [ ] = another dose, or the depositor's remark. Some of the compounds tested; the hit share may differ from the screen's.

SMILES	HUVEC inhibit	Fibroblast inh	ERa coact pot	Candida biofilm	H69AR inhibit	Smad3 inh	ERb coact inh	sEH act	ERa coact inh
Oc1c(CN2CCN(c3ccccn3)CC2)cc(Cl)c2cccnc12	60	34*	74[fluorescence artefact?]	3	0.1*	4	22[fluorescence artefact?]	nt	3[fluorescence artefact?]
COc1ccc(-n2c(=S)[nH]c3cc(C(=O)NCc4ccco4)ccc3c2=O)c(OC)c1	84	97	87[fluorescence artefact?]	-3	98	22	-11	-29	-2
CN(c1nc(-c2ccccc2)cs1)C1CCS(=O)(=O)C1 (stereo not drawn)	104	98	106	6	89	5	-8	8	-10[fluorescence artefact?]
O=C(O)CCCCCNC(=O)Nc1ccc2c(c1)OCCO2	98	103	105	3	101	-12	-5	-8	-3
COc1ccc2c(c1)[n+](=O)c(C(C)=O)c(C)n2[O-]	101	101	101	1	107	12	7	-11	2
O=C(Nc1ccc(Cl)cc1)C1CCN(C(=O)NC2CCCCC2)CC1	98	91	93	1	97	9	-3	-21	3
Nc1c(NC2CCCCC2)c2ccccc2oc1=O	94	91	99	7	91	4	-7[fluorescence artefact?]	7	-9[fluorescence artefact?]
O=C(c1ccco1)N1CCN(S(=O)(=O)c2ccc(S(=O)(=O)NC3CCCCC3)cc2)CC1	94	99	94	5	52	-8	-6	15	-11
COc1cccc(NC(=O)N2CCC(N3CCCCC3)CC2)c1	93	102	122	2	92	0	1	-8	-10
O=C(CN1C(=O)C2(OCCCO2)c2ccccc21)NCCc1ccccc1	91	96	122	nt	89	11[fluorescence artefact?]	-6[fluorescence artefact?]	nt	-4[fluorescence artefact?]
CC1(C(=O)Nc2nnc(SCc3ccccc3)s2)Cc2ccccc2C(=O)O1 (stereo not drawn)	96	96	104	3	106	-20	-7	-6	0
CCOC(=O)c1ccc2c(c1)C(=O)N(C1CCCCC1)C2=O	107	100	130	-1	94	-5	-2[fluorescence artefact?]	nt	-105[fluorescence artefact?]
CC(=O)NC12CC3CC(C1)CC(C(=O)OCC(=O)NC(=O)c1cccn1C)(C3)C2	91	94	102	11	99	-15	-10	-26	-2
O=C(O)C1CCN(C(=O)c2ccccc2C(=O)N2CCC(C(=O)O)CC2)CC1	89	98	82	6	99	-1	-4	-7	11
Cc1ccsc1C1NC(=O)c2ccccc2N1 (stereo not drawn)	63	88	113	3	23*	1	2	0	2
Cc1ccc(-c2noc(CN3CCC(C(N)=O)CC3)n2)cc1	103	108	107[fluorescence artefact?]	8	95	11[fluorescence artefact?]	-5	-6	29[fluorescence artefact?]
C=CCn1c(SCc2c(C)noc2C)nc2sc3c(c2c1=O)CCC(C)C3 (stereo not drawn)	55	47*	94	3	29*	-2	-1	12	-6
O=C(c1ccc2nc(N3CCOCC3)sc2c1)N1CCCC1	106	103	116	7	85	-4	-10	nt	-3
COc1ccc(/C=N/n2c(SC)nnc2-c2ccccc2)cc1C	87	88	85	nt	26*	3	-4	-5	1
Cc1ccc(C(=O)CSc2n[nH]c(-c3ccco3)n2)cc1C	112	105	113	3	96	-9	-6	-9	-7
COCc1[nH]nc2c1C1(C(=O)N(C)c3ccccc31)C(C#N)=C(N)O2 (stereo not drawn)	107	98	117	3	105	-3	-1[fluorescence artefact?]	0	2
Cc1ccc(NC(=O)c2oc3c(c2C)C(=O)CC(C)(C)C3)cc1	108	106	109	5	89	-2	-4	-1	-6
CCCCSc1nn[nH]n1	100	96	144	4	92	-4	-11	-6	-7
COc1cccc(C(=O)Nc2ccc(N(C)C)cc2)c1OC	113	105	75[fluorescence artefact?]	2	95	1	25	-8	6[fluorescence artefact?]
COc1ccc(S(=O)(=O)NCc2ccccn2)cc1Cl	85	96	104	2	114	3	6	-2	-7[fluorescence artefact?]
Cn1cccc1C(=O)N1CCN(c2cccc(C(F)(F)F)c2)CC1	111	109	116	6	101	5	-2	-10	-6
O=C(NCCN1CCOCC1)c1csc2c1CCCC2	90	94	101	5	96	1	-5	-20	-10[fluorescence artefact?]
CC(C)NS(=O)(=O)c1ccc(OCC(=O)NCCC2=CCCCC2)cc1	89	97	99	8	90	9	0	-28	5
CCC(C(=O)Nc1ccccc1OC)n1c(C(=O)OC)cc2ccsc21 (stereo not drawn)	95	94	88	-4	62	4	3	6	12
Cc1cccc(Cn2c(=O)n(CCCC(=O)NCc3ccco3)c(=O)c3ccccc32)c1	54	81	108	3	nt	-1	25	nt	23

Complete entries, looked up by structure.
Profile of C=CCn1c(SCc2c(C)noc2C)nc2sc3c(c2c1=O)CCC(C)C3 (stereo not drawn) → HUVEC inhibit: 55; Fibroblast inh: 47*; ERa coact pot: 94; Candida biofilm: 3; H69AR inhibit: 29*; Smad3 inh: -2; ERb coact inh: -1; sEH act: 12; ERa coact inh: -6
Profile of COc1cccc(C(=O)Nc2ccc(N(C)C)cc2)c1OC → HUVEC inhibit: 113; Fibroblast inh: 105; ERa coact pot: 75[fluorescence artefact?]; Candida biofilm: 2; H69AR inhibit: 95; Smad3 inh: 1; ERb coact inh: 25; sEH act: -8; ERa coact inh: 6[fluorescence artefact?]

(next part)
SMILES	HUVEC inhibit	Fibroblast inh	ERa coact pot	Candida biofilm	H69AR inhibit	Smad3 inh	ERb coact inh	sEH act	ERa coact inh
Nc1nc(SCC(=O)N2CCc3ccccc32)[nH]c(=O)c1-c1ccccc1	96	101	107	5	96	-7	-5	14	2
CCn1c(SCC(=O)Nc2c(C)n(C)n(-c3ccccc3)c2=O)nnc1-c1cccc(C)c1	102	99	103	4	94	-1	1	5	3
CCCCn1nnnc1NCc1cccc(OC)c1OC	90	94	121	2	nt	-2	-5	-10	-2
COc1ccc(NC(=O)CSc2nnc(-c3ccccc3)n2N)cc1	98	105	132	nt	88	3	0	5	4
CCn1ncc(C2=NOC(C(=O)NCc3ccc(OC)cc3)C2)c1C (stereo not drawn)	64	103	118	4	21*	22	1[fluorescence artefact?]	nt	4[fluorescence artefact?]
Cc1[nH]c(=O)[nH]c(=O)c1S(=O)(=O)N1CCCC(C(=O)NCc2ccco2)C1 (stereo not drawn)	96	104	96	5	102	12	7	1	-4
CCOC(=O)c1nc2sc(C)c(C)c2c(=O)[nH]1	106	107	93[fluorescence artefact?]	-2	97	-6	0[fluorescence artefact?]	12	-1[fluorescence artefact?]
CCCc1cc(C(=O)Nc2ccccc2SC)no1	122	104	93	3	99	9[fluorescence artefact?]	-5	nt	0
O=C1CN(C(=O)COC(=O)c2cccc(S(=O)(=O)NCc3ccccc3)c2)c2ccccc2N1	90	111	96	1	98	-2	-6	1	-4
CCOc1ccc(C2=[N+]([O-])C(C)(C)N(O)C2(C)C)cc1	87	95	126	7	89	0	-13	3	-1
CC(Sc1ncc(C#N)c(N)n1)C(=O)Nc1ccccc1 (stereo not drawn)	104	101	118	3	84	6	0	5	6
Cc1cc(=O)[nH]c(SCC(=O)c2ccc(C)c(C)c2)n1	83	92	98	5	92	-5	4	9	5
COc1cccc(C2(O)CCN(C(=O)C3CCC3)CC2)c1	99	118	120	0	100	-1	-13	nt	1
Cc1cccc(OCC(=O)NCCN2CCOCC2)c1	94	96	91	2	89	4	-15	3	-30
COc1ccc(C2C(C#N)=C(N)Oc3cc(O)ccc32)cc1OC (stereo not drawn)	92	103	103	-5	85	-11	3[fluorescence artefact?]	-1	2
COc1ccc(-n2nnc3c(SCC(=O)N4CCCc5ccccc54)ncnc32)cc1	85	97	104	4	62	7	-4	nt	-25
COc1ccc(NC(=O)COc2nsnc2N2CCCCC2)cc1	107	96	109[fluorescence artefact?]	-1	99	8	-2	-24	-3[fluorescence artefact?]
O=C(O)CCNS(=O)(=O)c1ccc2ccccc2c1	91	100	113	5	99	14[fluorescence artefact?]	-2[fluorescence artefact?]	-4	-2[fluorescence artefact?]
COc1ccc(S(=O)(=O)N(C)CC(=O)Nc2cccc(C(C)=O)c2)cc1	82	100	106[fluorescence artefact?]	10	84	6	-7	6	-9
OC(c1ccccc1)c1nc2ccccc2s1 (stereo not drawn)	90	95	112	9	99	3	3	6	-4
Cc1cc(C)n2nc(SCC(=O)Nc3c(C)nn(-c4ccccc4)c3C)nc2n1	112	109	121	4	91	4	-1	-2	-5
COc1ccc(-n2ncc3c(=O)n(CC(=O)OCc4ccccc4)cnc32)cc1	95	nt	112	-7	70	12	2	-14	4
COc1ccc(CC(=O)Nc2nnc(SCc3ccccc3)s2)cc1S(=O)(=O)N1CCOCC1	91	101	137	-1	99	-7	5[fluorescence artefact?]	7	6
CCC1(C)CC(=O)N(c2ccc(C(=O)O)c(O)c2)C1=O (stereo not drawn)	99	99	103	0	90	4	-6	-24	0
CC1=C(C#N)C(Nc2ccc(C)cn2)(C(F)(F)F)C(=O)N1 (stereo not drawn)	97	100	228*[fluorescence artefact?]	2	93	6	12	5	5
CC(=O)c1cccc(NC(=O)Nc2c(C)nn(C)c2C)c1	94	87	101	4	104	-6	7	7	-31
c1coc(Cn2nnnc2CN2CCN(C3CCCC3)CC2)c1	101	99	94[fluorescence artefact?]	2	101	1	14	-6	2
CCOC(=O)c1c(C)[nH]c(C(=O)OCC(=O)N(C)C2CCS(=O)(=O)C2)c1C (stereo not drawn)	104	109	99[fluorescence artefact?]	0	100	-11	-5	3	-5
CCOc1cccc(OCCCCn2ccnc2)c1	96	104	109	-2	91	-13	-4	-4	-8
CN1C(=O)c2ccc(C(=O)NCc3ccccc3)cc2C1=O	79	90	124	5	93	4	-21	-7	-42
Oc1ccc(Cl)cc1-c1cc(-c2ccccc2Cl)[nH]n1	62	76	84	10	31*	5	-1	-6	-6
CCC1C(=O)N=C(SCC(=O)Nc2ccc(C(=O)OC)cc2)NC1=O (stereo not drawn)	68	106	113[fluorescence artefact?]	2	88	7	-3[fluorescence artefact?]	6	1
Cc1ccc(NC(=O)N2CCc3ccccc3C2)cc1	102	111	104	3	78	-9	1	-30	-3
Cc1ccc(CSCC(=O)N2CCOCC2)cc1	97	109	111	3	98	9	-1[fluorescence artefact?]	2	6[fluorescence artefact?]
c1ccc2c(c1)[nH]c1nc3nncn3nc12	99	92	92	-1	102	-8	9[fluorescence artefact?]	-17	1
Cc1cc(C(=O)CSc2nnc(Nc3ccccc3)s2)c(C)n1CC1CCCO1 (stereo not drawn)	80	96	107	7	101	6	5[fluorescence artefact?]	-16	10
Cc1ccc2nc(NC(=O)C3CCCN(S(=O)(=O)c4cccnc4)C3)sc2c1 (stereo not drawn)	100	109	114	3	28*	8	-12	nt	-9
COc1cccc(OCC(=O)Nc2ccc(OC)c(OC)c2)c1	106	101	120	7	107	-1	-9	-2	-1
COCCn1c(=S)[nH]c2cc(C(=O)N3CCN(c4ccc(F)cc4)CC3)ccc2c1=O	91	92	131	1	35*	-3	7	-12	17
NC(=O)CSc1nnc2sc3ccccc3n12	91	90	109	5	94	16	-8	18	1
Cc1cccc(-n2ncc3c(N4CCOCC4)ncnc32)c1	86	98	105[fluorescence artefact?]	-2	76	-6	-12	nt	-14
CC(C)OC(=O)CSc1nc(-c2ccc(F)cc2)cc(C(F)(F)F)n1	102	100	93	-2	70	0	-4	5	3
CC12CCC(C(=O)N3CCc4ccccc43)(CC1=O)C2(C)C (stereo not drawn)	107	89	107	2	95	-12	16	-5	13
COc1ccccc1NC(=O)CSc1nnc(Cc2cccn2C)n1-c1ccc(F)cc1	96	91	116	9	79	-1	-5	-12	-9

Compound activity (PubChem BioAssay)
